# Compound activity from PubChem BioAssay.
# DDE Tn7 FP inh: disrupts Tn7 cyclic peptide binding to fibrin D-Dimer-E complex; P02675; FP displacement of FITC-Tn7 peptide from fibrin DD(E); 0% = median of compound wells per plate; inhibition, % at 8.3 µM; 0.13% of 370,000 active; AID 720508;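 active = inhibition above the mean of compounds falling within the control limits plus 3 SD of them, cut at about 14% in these data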;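 note: 0% = plate median of compound wells and 100% = 10 µM Aha-Tn7 peptide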
#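 system = human fibrin DD(E) protein | quantity = DD(E) 2 µM final | medium = Tris/NaCl/CaCl2 buffer, pH 7.8 | also added = labelled Tn7 tracer, 0.1 µM | compound dosing = single point at 8.3 µM | timing = compound with protein 10 min, then 3 h after probe, room temperature | signal = FP measurement | benchmarks = Aha-Tn7 high control | repeats = one replicate per compound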
# SIAE inh: blocks human sialic acid acetylesterase; Q9HAT2; SIAE FP-Rh probe binding, fluorescence polarization; inhibition, % at 9.66 µM; 0.69% of 370,000 active;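 active = inhibition above a cutoff: mean of compounds within the control limits plus 3 SD of those, cut at about 17% in these data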;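 note: 0% = plate median of compound wells and 100% = probe without SIAE protein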
# Target sequence (Q9HAT2 whole entry, looked up): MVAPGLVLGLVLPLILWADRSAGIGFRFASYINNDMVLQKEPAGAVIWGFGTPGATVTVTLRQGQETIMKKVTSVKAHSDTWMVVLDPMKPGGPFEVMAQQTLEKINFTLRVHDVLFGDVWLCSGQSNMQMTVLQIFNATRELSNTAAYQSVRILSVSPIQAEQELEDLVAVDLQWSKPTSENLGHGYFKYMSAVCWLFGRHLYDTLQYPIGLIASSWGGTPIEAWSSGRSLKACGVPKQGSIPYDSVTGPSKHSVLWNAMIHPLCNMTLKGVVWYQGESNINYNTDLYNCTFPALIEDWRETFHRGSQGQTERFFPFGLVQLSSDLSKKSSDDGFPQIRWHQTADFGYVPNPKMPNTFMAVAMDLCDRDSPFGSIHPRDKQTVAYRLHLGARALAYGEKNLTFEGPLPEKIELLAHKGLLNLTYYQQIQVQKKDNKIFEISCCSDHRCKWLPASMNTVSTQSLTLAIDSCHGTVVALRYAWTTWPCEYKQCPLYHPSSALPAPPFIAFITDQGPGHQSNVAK
# DDE Tn6 FP inh: DD(E)-Tn6 binding inhibition, primary FP screen; Fibrin DD(E) TRITC-Tn6 fluorescence polarization displacement; inhibition, % at 8.3 µM; 0.21% of 370,000 active; P02675; AID 720509;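 active = inhibition above a per-campaign cutoff: mean of compounds within control limits plus 3 SD, cut at about 15% in these data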;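 note: 0% = median of all compound wells on the plate and 100% = blocking peptide control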
# ARFGAP1 inh: inhibitors of rat ARFGAP1. Q62848. Arfgap1-stimulated ARF1 GTP hydrolysis, GDP FP detection. inhibition, % at 16.5 µM. 0.26% of 360,000 active. AID 651572;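 active = inhibition above a per-plate limit, mean inhibition of low control wells plus 3 SD, cut at about 25% in these data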;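 note: 0% = DMSO wells with enzyme and 100% = wells lacking Arfgap1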
# Target sequence (Q62848 1-136 limits assumed): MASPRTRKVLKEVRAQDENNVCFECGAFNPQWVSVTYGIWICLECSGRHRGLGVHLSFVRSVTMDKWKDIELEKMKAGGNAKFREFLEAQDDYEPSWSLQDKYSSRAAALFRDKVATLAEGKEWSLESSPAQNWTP
#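 Material: truncated rat Arfgap1 GAP domain; Incubation: compound-enzyme preincubation 20 min, reaction 120 min, detection 60 min, 25 °C; Read-out: percent inhibition of Arfgap1-stimulated GTP hydrolysis; Technique: FP, GDP Alexa 633 tracer displaced from anti-GDP antibody, 620/688 nm; Controls: No-Arfgap1 wells (100%) versus DMSO full-reaction wells (0%); Replication: single well per compound.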
# ADAM10 inh: inhibits human ADAM10; O14672; 0.62% of 370,000 active; recombinant ADAM10, EDANS/DABCYL FRET peptide cleavage, 3 h; inhibition, % at 7 µM;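 active = inhibition above a per-campaign cutoff equal to the mean of compounds falling between control-based bounds plus 3 SD, cut at about 20% in these data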;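 note: 0% = DMSO wells while the 100% control is not disclosed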
# ADAM17 inh: inhibits human ADAM17; 0.83% of 370,000 active; inhibition, % at 6.95 µM; recombinant ADAM17, EDANS/DABCYL FRET peptide cleavage;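 active = inhibition above the mean of compounds lying between control limits plus 3 SD, set per campaign, cut at about 8.5% in these data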;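 note: 0% = DMSO-only wells as the low control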
# ASAP1 GAP inh: blocks human ASAP1-stimulated Arf1 GTP hydrolysis; Q9ULH1; GDP FP detection; inhibition, % at 16.5 µM; 0.19% of 360,000 active; AID 624377; in the data active = inhibition above about 25%;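 note: 0% = vehicle with enzyme and substrate and 100% = no enzyme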
# TDP2 inh: blocks human TDP2 phosphodiesterase activity; AID 720702; inhibition, % at 12.8 µM; O95551; recombinant TDP2, T5PNP hydrolysis, p-nitrophenol absorbance 415 nm; 0.34% of 370,000 active;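 active = inhibition above the mean of all tested compounds plus 3 SD, set per campaign, cut at about 25% in these data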;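 note: 0% = DMSO with enzyme and 100% = buffer with substrate but no TDP2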
# Target sequence (O95551 whole entry, looked up): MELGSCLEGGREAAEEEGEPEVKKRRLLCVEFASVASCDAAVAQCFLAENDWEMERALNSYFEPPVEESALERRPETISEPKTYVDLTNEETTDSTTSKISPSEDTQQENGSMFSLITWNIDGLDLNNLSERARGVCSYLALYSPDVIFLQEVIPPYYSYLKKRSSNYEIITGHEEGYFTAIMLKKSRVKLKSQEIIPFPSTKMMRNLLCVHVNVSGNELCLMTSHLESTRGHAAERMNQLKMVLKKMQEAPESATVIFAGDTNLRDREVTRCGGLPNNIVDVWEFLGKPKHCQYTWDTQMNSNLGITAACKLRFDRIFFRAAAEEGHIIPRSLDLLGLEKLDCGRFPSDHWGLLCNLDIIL
#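 System – recombinant human TDP2 · Quantity – TDP2 enzyme at 120 nM final · Doses – single concentration, 12.8 µM nominal, with 1% DMSO · Incubation – 2 h at 37 °C · Measured by – epi absorbance of p-nitrophenol freed from T5PNP by hydrolysis · Read-out – % inhibition relative to enzyme-containing and enzyme-free wells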
# PLCg1 inh: inhibitors of human phospholipase C gamma1 | P19174 | purified PLC-gamma1, fluorogenic substrate, fluorescence | inhibition, % at 12.2 µM | 0.84% of 370,000 active | AID 720700; in the data active = inhibition above about 9.5%
# PLCb3 inh: inhibitors of human phospholipase C beta3; Q01970; Purified PLC-beta3, fluorogenic substrate, fluorescence; inhibition, % at 12.2 µM; 0.18% of 370,000 active; AID 720704; in the data active = inhibition above about 11%;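 note: 0% = median of compound wells on plate and 100% = full blocker control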
# Active calls of the source: *; i = inactive; x = no result given.
SMILES,DDE Tn7 FP inh,SIAE inh,DDE Tn6 FP inh,ARFGAP1 inh,ADAM10 inh,ADAM17 inh,ASAP1 GAP inh,TDP2 inh,PLCg1 inh,PLCb3 inh
COCCc1ncc(CN2CCCCC2C(=O)Nc2ccc(Oc3ccccc3)nc2)cn1 (stereo not drawn),5,5,9,10,-17,-1,-4,1,1,-4
O=C(c1cc(F)c(F)cc1Cl)N1CCN(S(=O)(=O)c2cccs2)CC1,3,1,-1,-2,-15,-1,-14,-12,1,0
CN(C)C1(CNC(=O)C2CCC(=O)N(CCc3ccc(Cl)cc3)C2)CCCCC1 (stereo not drawn),-10,7,5,0,-36,-6,15,-3,2,-7
OCc1c[nH]c(=S)n1CCOc1cccc(C(F)(F)F)c1,-6,1,-3,3,-6,-1,7,-6,0,-6
CC1CN(c2ncnc3c2cnn3-c2ccc(Cl)cc2)CC(C)O1 (stereo not drawn),1,-1,-6,-10,-9,-2,-3,8,-1,0
O=c1c2c(nc3cc(-c4ccc(F)cc4)[nH]n13)CCC2,-1,6,0,3,-63,-19,-2,3,-7,-10
Cc1cccc(C(=O)NNC(=O)c2ccco2)c1O,-1,13,4,3,-5,-1,8,-1,-1,-3
COc1ccc(NS(=O)(=O)c2cccc3cccnc23)cc1,-13,-4,2,2,6,6,15,-4,5,5
O=C(N[C@H](C(=O)N1CCC[C@H]1C(=O)NCCc1ccccc1Cl)c1ccccc1)C1CCCC1,-7,3,6,13,-14,-2,8,3,5,4
COC(=O)[C@]12C[C@H](CC(=O)N3CCN(C(=O)c4ccco4)CC3)C(=O)N(Cc3ccccc3)C1=C[C@H](COCc1ccccc1)O[C@@H]2C,1,-10,-4,x,-2,-2,x,6,1,-1
Cc1cccc(N(C(=O)c2snc(C(N)=O)c2N)C(C(=O)NCC2CCCO2)c2ccc3ncccc3c2)c1 (stereo not drawn),1,3,-4,-2,-383,-162,-3,-8,-251,-360
Cc1cccc(N(C)S(=O)(=O)c2csc(C(N)=O)c2)c1,3,3,3,-12,-1,-3,8,6,1,-3
CC(C)c1cc(C(N)=O)c(NC(=O)C2CCC2)s1,-5,-4,4,-2,8,6,0,-18,5,0
COC(=O)c1ccc(NC(=O)c2cc(-c3ccccn3)nc3ccccc23)cc1,-1,-7,1,1,0,-2,2,-5,-2,1
CCOc1cc(NC(=O)c2ccco2)c(OCC)cc1NC(=O)Cc1ccc(OC)c(OC)c1,5,4,-6,8,-3,-2,1,2,-6,-4
CCCn1c2ccccc2c2cnn(CC(=O)NCCN(C)C)c(=O)c21,0,10,2,2,-75,-25,4,-6,-13,-14
CC(=O)c1sc(-c2ccccc2)cc1N,-8,-4,3,6,-70,-30,7,1,-22,-28
O=C(Cc1ccc(Br)cc1)Nc1ccccc1Cl,6,1,10,-2,5,0,-3,15,4,3
O=[N+]([O-])c1ccccc1/C=C\C=N\N1CCN(c2ccccc2)CC1,-1,10,2,5,-2,-1,13,-12,-1,3
COc1ccc2[nH]c(=O)c(CN(C(=O)c3cccnc3)c3cc(C)ccc3C)cc2c1,-6,2,-3,3,-211,-70,-8,2,-20,-30
Cc1ccccc1Nc1nc(N)nc(CSc2nnnn2C)n1,1,6,-2,7,1,-1,-2,3,1,-3
O=C(NCc1ccccc1)C(c1ccc(Cl)cc1)N(C(=O)c1csnn1)C1CC1 (stereo not drawn),2,-7,1,2,-10,-4,14,-3,0,-6
NC(=S)N/N=C\c1ccccc1OCc1ccccc1,7,5,2,8,1,0,6,3,-6,0
COC(=O)c1ccccc1NC(=O)c1cc[n+]([O-])cc1,-2,-8,-3,10,-4,-1,-9,0,0,-5
CCOc1ccc2oc(C(=O)OCC(=O)NC(=O)NC3CCCC3)c(C)c2c1,-9,-1,-5,4,-14,-5,0,-2,-6,-6

# Profiles, looked up by structure.
# `COc1ccc(NS(=O)(=O)c2cccc3cccnc23)cc1` as listed: DDE Tn7 FP inh: -13; SIAE inh: -4; DDE Tn6 FP inh: 2; ARFGAP1 inh: 2; ADAM10 inh: 6; ADAM17 inh: 6; ASAP1 GAP inh: 15; TDP2 inh: -4; PLCg1 inh: 5; PLCb3 inh: 5
# `COCCc1ncc(CN2CCCCC2C(=O)Nc2ccc(Oc3ccccc3)nc2)cn1` (stereo not drawn) as listed: DDE Tn7 FP inh: 5; SIAE inh: 5; DDE Tn6 FP inh: 9; ARFGAP1 inh: 10; ADAM10 inh: -17; ADAM17 inh: -1; ASAP1 GAP inh: -4; TDP2 inh: 1; PLCg1 inh: 1; PLCb3 inh: -4

# The results go on.
SMILES,DDE Tn7 FP inh,SIAE inh,DDE Tn6 FP inh,ARFGAP1 inh,ADAM10 inh,ADAM17 inh,ASAP1 GAP inh,TDP2 inh,PLCg1 inh,PLCb3 inh
O=C(O)c1cn(Cc2ccccc2)c2ccccc2c1=O,-5,0,-4,-3,-2,-1,-1,1,-5,-5
CCOC(=O)Cn1nc(-c2ccc(C)cc2)ccc1=O,-3,7,7,6,-26,-10,5,5,-4,-3
Cc1cc(C)n(S(=O)(=O)c2ccc(C)c(C)c2)n1,5,0,8,-5,-5,0,-5,11,0,-9
CC/C(=N\NS(=O)(=O)c1ccc(C)cc1)c1ccco1,4,7,-2,-5,0,-6,3,11,-1,-7
CC(Oc1cc2oc(=O)c3c(c2cc1Cl)CCC3)C(=O)NCc1ccncc1 (stereo not drawn),5,-4,3,5,-35,-15,0,6,-2,-11
CC1(C)CC(=O)c2c(O)cc(OCC(=O)NCCc3ccc(S(N)(=O)=O)cc3)cc2O1,-9,4,4,-8,-10,2,10,5,3,6
O=C(CN1C(=O)c2ccccc2C1=O)N1CCN(c2ccccn2)CC1,4,-1,-1,-7,-9,-4,13,-5,0,-1
CC(=O)SCCC(=O)Nc1ccccc1,2,4,0,2,0,-6,-1,4,-3,3
Cc1sc2ncnc(NC(C)C(=O)O)c2c1C (stereo not drawn),-2,-5,-2,-8,8,6,-18,-13,2,5
COc1cc(OC)cc(C(=O)N[C@H](C(=O)Nc2nc(-c3cc(OC)ccc3OC)cs2)C(C)C)c1,4,1,-5,14,19,7,5,-15,-4,-13
CC(=O)c1ccc(OCC(=O)OCC(=O)Nc2sccc2C(N)=O)cc1,-3,0,-3,8,-8,-2,3,7,-5,-8
O=C1C(=NO)C(c2ccccc2)Oc2ccccc21 (stereo not drawn),-1,-4,-6,2,-12,1,-12,3,-21,-24
Cc1ccc(F)c(S(=O)(=O)NC(=O)C2(C)CCN2C(=O)CCC2CCCC2)c1 (stereo not drawn),1,3,-1,16,-5,-1,4,-6,-2,1
O=[N+]([O-])c1cccc(/C=N/N2CCN(c3ccccn3)CC2)c1,-15,2,-4,-2,-12,-2,-1,-1,1,-1
COc1cc(C(=O)O)ccc1OCc1ccccc1,-3,-1,9,5,-9,-3,3,0,-2,-1
NS(=O)(=O)c1ccc(NS(=O)(=O)c2ccc(Br)cc2)cc1,4,-6,-3,2,6,1,-9,11,0,2
Nc1ccccc1Sc1ccc(C(=O)c2ccccc2C(=O)O)cc1[N+](=O)[O-],-6,12,7,5,16,9.0*,3,-20,-74,-118
COc1ccc(-n2ncc3c(=O)n(CC(=O)Nc4ccc5c(c4)OCCO5)cnc32)cc1,0,-8,9,7,4,-3,-5,-13,-5,-11
CCn1c(CCNC(=O)c2cccs2)nnc1SCC(=O)NC1CCCCC1,10,-2,-6,-6,3,-4,5,6,-1,-3
COc1ccccc1C(=O)N1CCN(C(=O)Cc2ccccc2)CC1,-3,-10,-5,0,0,1,5,-16,5,4
Clc1nc(Cl)nc(N(c2ccccc2)c2ccccc2)n1,-10,4,5,-2,2,3,4,-6,9.6*,6
Cc1cc(C)c(NC(=O)CCCN2CCN(C)CC2)c(C)c1,0,-7,-3,-6,2,-6,9,3,-1,-3
CCOC(=O)c1cnc2c(C(=O)OCC)cnn2c1N,7,-4,-1,18,-15,-2,-19,-23,3,-3
COc1ccc(-c2cc(-c3ccc(N)cc3)nc(N)c2C#N)cc1OC,-5,-1,-5,2,-213,-94,9,-7,i,i
O=C(NCc1nnc(SCC(=O)N2CCCCCC2)o1)c1ccco1,8,-1,-5,-1,7,-1,2,4,7,7
SMILES,DDE Tn7 FP inh,SIAE inh,DDE Tn6 FP inh,ARFGAP1 inh,ADAM10 inh,ADAM17 inh,ASAP1 GAP inh,TDP2 inh,PLCg1 inh,PLCb3 inh
O=C(CCN=C1NS(=O)(=O)c2ccccc21)OCc1cccc(Cl)c1,5,-2,4,5,4,-1,-1,-13,3,2
COc1ccc(/C=C/C(=O)NCCNC(=O)c2ccccc2)cc1OC,3,1,-1,11,-40,-19,13,13,-12,-24
CCCNC1=C(C)C(=O)CC1,2,0,-5,1,3,-7,-6,6,1,-1
Cc1ccc(-n2c(CSc3nc(C)cc(C)n3)n[nH]c2=S)cc1,2,4,-4,-9,-7,-1,-5,-2,0,0
O=C(Nc1ccc2c(c1)OCO2)N1CCN(c2ncccn2)CC1,6,5,-3,3,-2,-4,1,-9,-2,-2
Cc1ccc(C)c(N2CCN(C(=O)c3ccc(CSc4nc5ccncc5[nH]4)cc3)CC2)c1,-4,-5,-10,2,5,4,7,-2,6,6
CS(=O)(=O)Cc1cccc(C(=O)NC2CCSc3ccccc32)c1 (stereo not drawn),-5,1,-6,1,-4,-1,5,4,-2,-6
Nc1nc2n(n1)C(c1cccc(Cl)c1)CC(c1ccc(F)cc1)N2 (stereo not drawn),-3,-4,-2,0,-58,-12,-8,-11,-19,-22
COc1ccc(S(=O)(=O)NCC2CCC(C(=O)N3CCC4(CC3)OCCO4)CC2)cc1 (stereo not drawn),1,5,2,35*,3,-1,0,-5,-1,2
Cc1noc(C)c1C(=O)OC(C)C(=O)c1c[nH]c2ccccc12 (stereo not drawn),-10,4,-7,-4,-12,3,10,0,-1,-5
CC(C)C(=O)N1CC[C@H]2[C@H](CCCN2Cc2cc(F)cc(F)c2)C1,2,3,-6,x,-3,-1,x,8,-3,3
Cc1ccccc1N1CCN(C2CCCN(C(=O)CCN3CCCCO3)C2)CC1 (stereo not drawn),-3,0,4,5,-12,-3,-11,-2,1,-2
COCCCNc1nc(N)c([N+](=O)[O-])c(NC2CCCCC2)n1,-1,-1,-8,4,-6,-5,10,18,1,-2
CC1(C)CCC(=O)N(c2ccccc2)C1=O,-2,-2,5,3,-2,-3,-5,0,3,2
CCOc1ccc(CCNC(=O)c2c(C)noc2C)cc1OCC,-2,3,2,4,-5,-2,17,5,1,-5
